COUP-TFII inh – blocks human COUP-TFII nuclear receptor; AID 686940; P24468; inhibition, % at 8.6 µM; HEK293T NGFI-A luciferase reporter, luminescence; 370,000 tested, 0.7% active;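 active = inhibition above a per-plate cutoff, mean inhibition of test wells between control levels plus 3 SD, cut at about 38% in these data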;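 note: cells cotransfected with COUP-TFII expression vector driving the NGFI-A reporter; 0% = median of COUP-TF2 test wells and 100% = reporter-only cells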
Target sequence (P24468 whole entry, looked up): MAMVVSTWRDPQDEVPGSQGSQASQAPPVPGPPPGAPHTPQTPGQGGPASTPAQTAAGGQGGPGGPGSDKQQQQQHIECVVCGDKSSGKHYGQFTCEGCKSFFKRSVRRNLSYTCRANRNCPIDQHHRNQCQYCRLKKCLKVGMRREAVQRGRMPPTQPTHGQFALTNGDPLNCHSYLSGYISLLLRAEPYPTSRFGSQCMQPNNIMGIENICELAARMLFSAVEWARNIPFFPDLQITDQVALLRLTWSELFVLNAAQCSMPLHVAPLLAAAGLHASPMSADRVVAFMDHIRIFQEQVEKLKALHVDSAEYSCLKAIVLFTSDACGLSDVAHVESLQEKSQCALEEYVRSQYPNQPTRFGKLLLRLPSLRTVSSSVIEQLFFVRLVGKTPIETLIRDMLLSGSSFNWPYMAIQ
NR5A2 inv ag – NR5A2 inverse agonism in reporter assay | O00482 | inhibition, % at 3.6 µM | 360,000 tested, 0.13% active | HEK293T StAR-luciferase reporter, LRH-1 transfected, 24 h;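 active = inhibition above the mean inhibition of all tested compounds plus 3 SD, cut at about 73% in these data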;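 note: 0% = DMSO wells and 100% = reporter-only cells lacking LRH-1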
Target sequence (O00482 whole entry, looked up): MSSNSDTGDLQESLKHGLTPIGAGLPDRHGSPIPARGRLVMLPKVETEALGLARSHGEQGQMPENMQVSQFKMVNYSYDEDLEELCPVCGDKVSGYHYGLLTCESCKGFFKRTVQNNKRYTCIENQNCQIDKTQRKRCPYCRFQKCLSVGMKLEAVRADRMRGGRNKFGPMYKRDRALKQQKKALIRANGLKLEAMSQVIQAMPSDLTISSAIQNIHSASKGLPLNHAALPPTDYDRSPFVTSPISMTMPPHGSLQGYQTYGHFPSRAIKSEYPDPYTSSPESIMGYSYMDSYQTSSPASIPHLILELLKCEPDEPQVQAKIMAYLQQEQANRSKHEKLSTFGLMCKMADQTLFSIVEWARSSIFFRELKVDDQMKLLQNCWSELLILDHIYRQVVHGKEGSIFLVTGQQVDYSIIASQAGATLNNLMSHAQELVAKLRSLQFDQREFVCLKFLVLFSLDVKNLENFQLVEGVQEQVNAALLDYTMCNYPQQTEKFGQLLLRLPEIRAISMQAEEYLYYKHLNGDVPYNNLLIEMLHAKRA
TWEAK-Fn14 inh – TWEAK-Fn14 signaling inhibition | inhibition, % at 10 µM | AID 1159606 | 360,000 tested, 2% active | TWEAK-stimulated Fn14 reporter cells, luciferase luminescence, 8 h; in the data active = inhibition above about 50%
EBV LMP1 NFkB – inhibitors of Epstein-Barr LMP1-induced NF-kappaB reporter | LMP1-induced NF-kappaB luciferase reporter cells, luminescence | inhibition, % at 12.5 µM | 350,000 tested, 0.69% active | AID 504558; in the data active = inhibition above about 41%;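 note: 0% = neutral control wells and 100% = reference inhibitor control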
TROY NFkB inh – inhibitors of TROY-dependent NF-kB signaling | Q293 LMP1-TROYcd NF-kB luciferase reporter, 4 h | inhibition, % at 10 µM | 360,000 tested, 0.98% active | AID 1347056;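 active = compounds whose plate-normalised and pattern-corrected inhibition of the luciferase reporter signal at the single screening dose is 50% or more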
SRC1 inh – inhibitors of human steroid receptor coactivator 1 (SRC1). HEK293 GAL4-SRC1 luciferase reporter, luminescence. inhibition, % at 3.6 µM. Q15788. 360,000 tested, 0.12% active;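 active = inhibition above the campaign mean plus 3 SD, with each screening campaign given its own cutoff, cut at about 60% in these data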;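 note: 0% = DMSO treated cells and 100% = gossypol at 36 µM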
C8 TRAIL sens – caspase-8 TRAIL sensitization; NB7+C8 cells + TRAIL, ATPlite viability luminescence; inhibition (viability loss, TRAIL sensitization), % at 10 µM; 360,000 tested, 1% active; AID 624354;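 active = compounds causing at least 50% loss of cell viability in the single-dose screen, relative to plate controls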
Shn3 inh set2 – inhibitors of Schnurri-3 3'UTR reporter in osteoblasts; AID 588674; inhibition, % at 12.5 µM; 360,000 tested, 0.52% active; Clone20 osteoblast Shn3 3'UTR firefly luciferase, 24 h;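 active = mean inhibition of at least 75% with every replicate also reaching 75%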;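 note: 0% = median of neutral control wells and 100% = pilot-screen positive control compound; some compounds past the cut are filed as inactive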
SRC3 inh – human NCOA3 inhibition. Q9Y6Q9. HEK293 GAL4-SRC3 luciferase reporter, luminescence. inhibition, % at 3.6 µM. 360,000 tested, 0.17% active. AID 588352;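 active = inhibition above a per-campaign cutoff, the mean of all compounds plus 3 SD, cut at about 60% in these data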;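 note: 0% = DMSO-treated cells and 100% = gossypol-treated cells at 36 µM; higher means less SRC3-driven luciferase light from the GAL4 reporter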
CF NFkB inh – cystic fibrosis NF-kB activation inhibition. inhibition, % at 5 µM. 360,000 tested, 0.86% active. KKLEB NF-kB-GFP reporter, PAF-induced, GFP fluorescence overnight;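 active = at least 50% inhibition at 5 µM, scaled per plate between neutral and stimulator controls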;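 note: PAF is a Pseudomonas aeruginosa culture filtrate used as stimulus; plate controls were PAF-stimulated DMSO wells for no effect and unstimulated DMSO wells for full effect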
KKLEB cytotox – counter-screen for CF NF-kB inhibitors: cytotoxicity; activity change (cytotoxicity), % at 5 µM; 360,000 tested, 0.36% active; AID 602141; KKLEB CF airway cells viability, ATPlite luminescence, overnight; hits give low values; cells stimulated with P. aeruginosa culture filtrate;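 active = corrected activity change at or below -50% at 5 µM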
Active calls of the source: *. An excerpt. The share of hits here may be higher or lower than overall.

COc1cccc(/C=C(/CC(=O)Nc2ccc(N3CCOCC3)cc2)c2nc3ccccc3s2)c1 was read as COUP-TFII inh 18, NR5A2 inv ag 12, TWEAK-Fn14 inh 63*, EBV LMP1 NFkB -9, TROY NFkB inh 55*, SRC1 inh -39, C8 TRAIL sens 9, Shn3 inh set2 -25, SRC3 inh 8, CF NFkB inh -1 and KKLEB cytotox 0.
O=C(CCC1CCCCC1)Nc1nccs1 was read as COUP-TFII inh -12, NR5A2 inv ag -21, TWEAK-Fn14 inh -32, EBV LMP1 NFkB 0, TROY NFkB inh -60, SRC1 inh -19, C8 TRAIL sens -10, Shn3 inh set2 -25, SRC3 inh -8, CF NFkB inh 13 and KKLEB cytotox 3.
`CCc1ccc(Nc2nc(C)cc(C)c2C(N)=O)cc1` gave COUP-TFII inh 19, NR5A2 inv ag 15, TWEAK-Fn14 inh -14, EBV LMP1 NFkB 4, TROY NFkB inh -9, SRC1 inh -7, C8 TRAIL sens -12, Shn3 inh set2 -2, SRC3 inh -16, CF NFkB inh -15 and KKLEB cytotox -4.
For CCc1cccc(NC(=O)C2CCCN2C(=O)Nc2ccc(C)cc2)c1 (stereo not drawn) the results were COUP-TFII inh 19, NR5A2 inv ag 0, TWEAK-Fn14 inh -9, EBV LMP1 NFkB 1, TROY NFkB inh 2, SRC1 inh 4, C8 TRAIL sens -11, Shn3 inh set2 18, SRC3 inh -18, CF NFkB inh -14 and KKLEB cytotox 3.
For COc1cccc2cc(C(=O)Nc3ccc(F)cc3)c(=Nc3ccc(C(=O)O)cc3)oc12 the results were COUP-TFII inh 11, NR5A2 inv ag -8, TWEAK-Fn14 inh 19, EBV LMP1 NFkB -44, TROY NFkB inh 29, SRC1 inh -38, C8 TRAIL sens 4, Shn3 inh set2 -41, SRC3 inh -18, CF NFkB inh -1 and KKLEB cytotox 4.
COc1cccc(-c2noc(-c3cccs3)n2)c1 was read as COUP-TFII inh -43, NR5A2 inv ag -137, TWEAK-Fn14 inh 30, EBV LMP1 NFkB -67, TROY NFkB inh -49, SRC1 inh -95, C8 TRAIL sens 21, Shn3 inh set2 -85, SRC3 inh -84, CF NFkB inh -17 and KKLEB cytotox 4.
`CCN(CC)CCn1c(=S)[nH]c2cc(C(=O)NCc3ccccc3)ccc2c1=O` gave COUP-TFII inh -6, NR5A2 inv ag -5, TWEAK-Fn14 inh -15, EBV LMP1 NFkB -5, TROY NFkB inh 2, SRC1 inh -25, C8 TRAIL sens -9, Shn3 inh set2 0, SRC3 inh -27, CF NFkB inh 1 and KKLEB cytotox -10.
For CN(C)c1ccc(C(=O)NCCCSc2ccccc2)cc1 the results were COUP-TFII inh 13, NR5A2 inv ag 5, TWEAK-Fn14 inh -3, EBV LMP1 NFkB -6, TROY NFkB inh -8, SRC1 inh -15, C8 TRAIL sens 1, Shn3 inh set2 -3, SRC3 inh 9, CF NFkB inh -22 and KKLEB cytotox 2.
Screening Cc1ccc(N/C=C/C(=O)c2sc(-c3ccccc3)nc2C)cc1 returned COUP-TFII inh 10, NR5A2 inv ag -15, TWEAK-Fn14 inh 1, EBV LMP1 NFkB 7, TROY NFkB inh -35, SRC1 inh -15, C8 TRAIL sens 9, Shn3 inh set2 0, SRC3 inh -1, CF NFkB inh -1 and KKLEB cytotox 1.
For O=C1CCCC(=O)C1=C1SCCS1 the results were COUP-TFII inh 2, NR5A2 inv ag -18, TWEAK-Fn14 inh 3, EBV LMP1 NFkB -1, TROY NFkB inh 6, SRC1 inh 6, C8 TRAIL sens -8, Shn3 inh set2 4, SRC3 inh 16, CF NFkB inh 1 and KKLEB cytotox 8.
For CC1=C(C(=O)N(C(C)C)C(C)C)CC(CC(=O)NCCN2CCOCC2)C(=O)N1CCCN1CCCC1=O (stereo not drawn) the results were COUP-TFII inh 5, NR5A2 inv ag 12, TWEAK-Fn14 inh 16, TROY NFkB inh 7, SRC1 inh 3, C8 TRAIL sens -2, Shn3 inh set2 -9, SRC3 inh 24, CF NFkB inh -16 and KKLEB cytotox -4.
`CC1=C(C(=O)OCc2ccccc2)C(c2ccc(C)cc2)NC(=O)N1` (stereo not drawn) gave COUP-TFII inh 8, NR5A2 inv ag -3, TWEAK-Fn14 inh 2, EBV LMP1 NFkB 4, TROY NFkB inh 14, SRC1 inh 1, C8 TRAIL sens 15, Shn3 inh set2 19, SRC3 inh 10, CF NFkB inh 16 and KKLEB cytotox -8.
`Brc1ccc(-c2cn3ccccc3n2)cc1` gave COUP-TFII inh -56, NR5A2 inv ag -156, TWEAK-Fn14 inh 49, EBV LMP1 NFkB -13, TROY NFkB inh -31, SRC1 inh -120, C8 TRAIL sens 47*, Shn3 inh set2 -59, SRC3 inh -100, CF NFkB inh -33 and KKLEB cytotox -16.
`Cc1ccc(CNC(=O)C(OC(=O)c2cccs2)C(C)C)cc1` (stereo not drawn) gave COUP-TFII inh 7, NR5A2 inv ag 6, TWEAK-Fn14 inh -3, EBV LMP1 NFkB -1, TROY NFkB inh 3, SRC1 inh -11, C8 TRAIL sens 1, Shn3 inh set2 -2, SRC3 inh 5, CF NFkB inh -12 and KKLEB cytotox 17.
`Cc1nnc(SCc2c(Cl)cccc2Cl)n(N)c1=O` gave COUP-TFII inh -2, NR5A2 inv ag -29, TWEAK-Fn14 inh 10, EBV LMP1 NFkB -8, TROY NFkB inh 1, SRC1 inh -72, C8 TRAIL sens -5, Shn3 inh set2 -9, SRC3 inh 8, CF NFkB inh 6 and KKLEB cytotox -6.
`C[C@@H]1COC(=O)[C@H](Cc2ccc(F)cc2)C/C=C\C[C@@H](CC(=O)NCCO)C(=O)N1` gave COUP-TFII inh -5, NR5A2 inv ag -16, TWEAK-Fn14 inh 0, EBV LMP1 NFkB -7, TROY NFkB inh 5, SRC1 inh -15, C8 TRAIL sens -1, Shn3 inh set2 -13, SRC3 inh 3, CF NFkB inh 19 and KKLEB cytotox 6.
`CCc1noc(C)c1C(=O)N(C)CC(=O)Nc1ccccc1C(F)(F)F` gave COUP-TFII inh 11, NR5A2 inv ag -16, TWEAK-Fn14 inh 8, EBV LMP1 NFkB -2, TROY NFkB inh 9, SRC1 inh -11, C8 TRAIL sens -5, Shn3 inh set2 -8, SRC3 inh -8, CF NFkB inh -11 and KKLEB cytotox 6.
O=S(=O)(Nc1nc2ccccc2nc1Nc1ccc2c(c1)OCO2)c1ccc(F)cc1 was read as COUP-TFII inh 14, NR5A2 inv ag -5, TWEAK-Fn14 inh 61*, EBV LMP1 NFkB 10, TROY NFkB inh 58*, SRC1 inh 0, C8 TRAIL sens 22, Shn3 inh set2 24, SRC3 inh 15, CF NFkB inh 48 and KKLEB cytotox -48.
CN(C)S(=O)(=O)N1CCN(c2ccccc2)CC1 was read as COUP-TFII inh -5, NR5A2 inv ag 10, TWEAK-Fn14 inh 8, EBV LMP1 NFkB 1, TROY NFkB inh -25, SRC1 inh 11, C8 TRAIL sens -8, Shn3 inh set2 -49, SRC3 inh 5, CF NFkB inh 4 and KKLEB cytotox 4.
Screening FC(F)c1nnc2ccc(Cl)nn12 returned COUP-TFII inh -10, NR5A2 inv ag -5, TWEAK-Fn14 inh 10, EBV LMP1 NFkB 0, TROY NFkB inh -5, SRC1 inh -1, C8 TRAIL sens -6, Shn3 inh set2 -28, SRC3 inh 1, CF NFkB inh 4 and KKLEB cytotox 5.
Screening CCOC(=O)C[C@H]1c2ccccc2S(=O)(=O)N1Cc1cc(OC)c(OC)c(OC)c1 returned COUP-TFII inh -8, NR5A2 inv ag -1, TWEAK-Fn14 inh -16, EBV LMP1 NFkB -4, TROY NFkB inh -3, SRC1 inh -9, C8 TRAIL sens 8, Shn3 inh set2 25, SRC3 inh 3, CF NFkB inh 26 and KKLEB cytotox -14.
For CC(C)CCN(C(=O)c1csnn1)C(C(=O)NC1CCCCC1)c1ccc(F)cc1 (stereo not drawn) the results were COUP-TFII inh -2, NR5A2 inv ag -4, TWEAK-Fn14 inh 14, EBV LMP1 NFkB 3, TROY NFkB inh 8, SRC1 inh 10, C8 TRAIL sens 10, Shn3 inh set2 4, SRC3 inh -12, CF NFkB inh 1 and KKLEB cytotox -7.
CCCN(C(=O)c1cccs1)c1c(N)n(Cc2ccccc2)c(=O)[nH]c1=O was read as COUP-TFII inh 1, NR5A2 inv ag -16, TWEAK-Fn14 inh -3, EBV LMP1 NFkB 2, TROY NFkB inh -5, SRC1 inh -13, C8 TRAIL sens -22, Shn3 inh set2 -19, SRC3 inh -1, CF NFkB inh 32 and KKLEB cytotox -8.
For O=C(NC1CCCCCC1)c1ccco1 the results were COUP-TFII inh 1, NR5A2 inv ag 4, TWEAK-Fn14 inh -2, EBV LMP1 NFkB -3, TROY NFkB inh -34, SRC1 inh -7, C8 TRAIL sens -2, Shn3 inh set2 18, SRC3 inh -13, CF NFkB inh 16 and KKLEB cytotox -16.
Screening C/C(=N/OC(=O)C1CC1)c1cc(-c2ccc(Cl)cc2)no1 returned COUP-TFII inh -20, NR5A2 inv ag -102, TWEAK-Fn14 inh -18, EBV LMP1 NFkB -21, TROY NFkB inh -69, SRC1 inh -132, C8 TRAIL sens 6, Shn3 inh set2 -46, SRC3 inh -79, CF NFkB inh -5 and KKLEB cytotox 7.
For COc1ccc(C2C(=O)c3ccccc3C2=O)cc1 the results were COUP-TFII inh 6, NR5A2 inv ag 6, TWEAK-Fn14 inh 2, EBV LMP1 NFkB -4, TROY NFkB inh -5, SRC1 inh -8, C8 TRAIL sens 31, Shn3 inh set2 -43, SRC3 inh -54, CF NFkB inh 9 and KKLEB cytotox 0.
Screening COc1ccc(NC(=O)N(C)C[C@H]2OCc3cn(nn3)CCCC(=O)N([C@@H](C)CO)C[C@@H]2C)cc1 returned COUP-TFII inh -13, NR5A2 inv ag -1, TWEAK-Fn14 inh 5, EBV LMP1 NFkB -4, TROY NFkB inh 10, SRC1 inh -5, C8 TRAIL sens -14, Shn3 inh set2 -1, SRC3 inh -5, CF NFkB inh -13 and KKLEB cytotox 5.
`CC(C)CCn1c(N2CCCC2)nc2c1c(=O)n(C)c(=O)n2C` gave COUP-TFII inh 26, NR5A2 inv ag 3, TWEAK-Fn14 inh 6, EBV LMP1 NFkB 7, TROY NFkB inh 4, SRC1 inh 12, C8 TRAIL sens -28, Shn3 inh set2 7, SRC3 inh 6, CF NFkB inh -4 and KKLEB cytotox -9.
For CC1CCc2cc(F)ccc2N1C(=O)CSc1nnc2c(n1)[nH]c1ccc(F)cc12 (stereo not drawn) the results were COUP-TFII inh 12, NR5A2 inv ag 10, TWEAK-Fn14 inh 24, EBV LMP1 NFkB -23, TROY NFkB inh 28, SRC1 inh 6, C8 TRAIL sens -18, Shn3 inh set2 11, SRC3 inh 9, CF NFkB inh 28 and KKLEB cytotox -36.
For COCCCNC(=O)C1CCC(CNS(=O)(=O)c2ccc(OC)cc2)CC1 (stereo not drawn) the results were COUP-TFII inh 4, NR5A2 inv ag 10, TWEAK-Fn14 inh -3, EBV LMP1 NFkB -8, TROY NFkB inh -9, SRC1 inh -18, C8 TRAIL sens 9, Shn3 inh set2 -3, SRC3 inh -1, CF NFkB inh 17 and KKLEB cytotox -3.

Screening results deposited in PubChem by several laboratories.
